# Epigenetic mod = epigenetic modulators derepressing GFP locus in mouse cells; mouse C127i GFP locus derepression, cytometry, 30 h; Potency, µM (highest dose often 46.1 µM), without a hit: at the top dose GFP derepression (activation); actives 0.09% (n = 68,000); AID 597; further: % of control where 0% means no effect
#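 Murine C127i mammary cells carrying a silenced, stably integrated CMV-driven GFP reporter were treated with compound for 30 hours at 37 C. After PBS washes, GFP-positive cells were counted by laser-scanning microplate cytometry.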
# HBB splice mod = alters splicing of the hemoglobin beta chain; HBB splicing reporter cell assay, activation; EGFP reporter with mutant IVS2-654 intron; response scale: normalised to 500 nM splice-correcting PNA; Potency, µM (top dose mostly 46.1 µM), inactives show at the top dose activation, usual class: activators; actives 0.06% (n = 65,000); AID 925; further: potency means the concentration at half of the fitted maximal effect; 0% is about no effect
#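 HeLa cells stably expressing EGFP interrupted by mutant beta-globin intron 2 (IVS2-654), 500/well in 2% FCS. Treated with compound for 2 days at 37C. Splicing correction scored as total well GFP intensity (488 nm excitation, 500-520 nm emission); 500 nM antisense PNA served as control.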
# Hsp90 Hop PPI = changes Hsp90-Hop TPR2A binding signal, up or down; AlphaScreen TPR2A-His6 binding biotin-Hsp90 C-terminal peptide; Potency, µM (top dose mostly 57 µM), for the others: top-dose activity change, negative = inhibition; actives 0.44% (n = 71,000); active means well fitted curve in either direction with a large enough effect; inconclusive means small, poorly fitted or top-dose-only effect, or another doubt; further: potency means the concentration at half of the fitted maximal effect; on the % scale 0 is the no-effect control and ±100 the full control effect; many of its hits are not listed in these tables
# Ub-GFP proteasome = ubiquitin-GFP accumulation via proteasome inhibition; Ubiquitin-GFP reporter cells, proteasome inhibition, GFP fluorescence; response scale: untreated = 0%, 10 µM MG-132 = 100%; Potency, µM (series often up to 45.9 µM), inactives show at the top dose activation (GFP accumulation), most hits filed as activators; 67,000 tested, under 10 active; active means well fitted activation curve with a large enough effect, not every such curve was filed as active; inconclusive means small, poorly fitted or top-dose-only effect, or another doubt; inactive means no such curve, though single readings can be large or run the other way; further: potency means the concentration at half of the fitted maximal effect
#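 U2OS Ub(G76V)-GFP reporter; O/N plating, 0.5% FBS; cpd 46 uM–2.9 nM, 4 h, 37 °C; GFP+ cell count, 488/515 nm; norm. to basal vs 10 uM MG-132; CRC fit.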
# A350 fluor = compound fluoresces in the Alexa 350 spectral region; actives 11% (n = 59,000); AID 590; Compound autofluorescence, 340/450 nm, Alexa 350 dye-equivalents; active compounds read high; max dye-equivalent concentration, M; in the data active means max dye-equivalent concentration above about 10 nM; inconclusive means mostly about 1.1 nM to 9.6 nM
# CRE Fsk mod = CRE-bla signaling modulation under forskolin stimulation | actives 2.5% (n = 71,000) | CHO CRE-bla reporter (cAMP response element driving beta-lactamase), forskolin EC10, beta-lactamase ratio | Potency, µM (series often up to 38.2 µM), for the others: at the top dose activity change, negative = inhibition, actives largely listed as activators; active means well fitted activation curve with a large enough effect in the signal ratio, with a control signal flat, not every such curve was filed as active; inconclusive means small, poorly fitted or top-dose-only effect, or effect the other way, or a change in a side signal; the % refers to the signal ratio; further: potency means the concentration at half of the fitted maximal effect; % of control where 0% means no effect
#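 AC50 values, positive or negative, reflect shifts in EC10 NKH 477-induced CRE-bla reporter activity in CHO cells. Incubation lasted 3 h at 37 °C before CCF4 substrate (2 h, room temperature) and ratiometric 460/530 nm reading.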
# BRCT PPI red = inhibitors of human BRCA1 BRCT-phosphoprotein interaction (red fluorophore); BRCT-phosphopeptide binding, red fluorescence polarization; Potency, µM (series often up to 76.9 µM), for inactives: at the top dose activity change, negative = inhibition, usual class: inhibitors; actives 0.03% (n = 75,000); P38398; AID 892; further: on the % scale 0 is the no-effect control and ±100 the full control effect
#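 Rhodamine-labelled pBACH1 10-mer (100 nM) bound to BRCT domain (100 nM) at pH 7.3; compounds incubated 12 min room temperature, polarization read. Free peptide defines full inhibition; unlabelled decapeptide titrated as control.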
# 4MU fluor = 4-MU region autofluorescence | actives 11% (n = 59,000) | compound autofluorescence, 340/450 nm, 4-MU equivalents; active compounds read high | max dye-equivalent concentration, M; in the data active means max dye-equivalent concentration above about 10 nM; inconclusive means mostly about 1.1 nM to 9.6 nM
#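 Compounds in 100 mM Tris, pH 8.0, incubated 15 min at room temperature, then fluorescence read at 340 nm excitation/450 nm emission. Signal converted to 4-MU dye-equivalent concentration using an on-plate six-point 4-MU standard curve.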
# BRCT inh green = inhibitors of human BRCA1 BRCT-phosphoprotein interaction (green fluorophore) | P38398 | BRCA1 BRCT-phosphopeptide binding, green fluorescence polarization | Potency, µM (top dose mostly 76.9 µM), without a hit: at the highest dose activity change, negative = inhibition, actives largely listed as inhibitors | actives 0.05% (n = 75,000);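 further: potency means the concentration at half of the fitted maximal effect; plate controls were peptide without protein for full effect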
#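 Compounds were incubated for 12 min at room temperature with a complex of 100 nM fluorescein-tagged pBACH1 decapeptide and 250 nM His-tagged BRCT protein. Buffer was phosphate pH 7.3 with EDTA, DTT and Tween 20. Disruption of binding lowers the polarization signal.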
# ALOX15 inhib = inhibitors of human 15-lipoxygenase (ALOX15) | P16050 | purified 15hLO-1, xylenol orange hydroperoxide absorbance | Potency, µM (titrated, usually from 57.1 µM), inactives show top-dose activity change, negative = inhibition, most hits filed as inhibitors | actives 1.4% (n = 74,000) | AID 887; further: potency means the concentration at half of the fitted maximal effect; on the % scale 0 is the no-effect control and ±100 the full control effect; nearly all actives have a fitted effect of over 55% in size
# Target sequence (P16050 whole entry, looked up): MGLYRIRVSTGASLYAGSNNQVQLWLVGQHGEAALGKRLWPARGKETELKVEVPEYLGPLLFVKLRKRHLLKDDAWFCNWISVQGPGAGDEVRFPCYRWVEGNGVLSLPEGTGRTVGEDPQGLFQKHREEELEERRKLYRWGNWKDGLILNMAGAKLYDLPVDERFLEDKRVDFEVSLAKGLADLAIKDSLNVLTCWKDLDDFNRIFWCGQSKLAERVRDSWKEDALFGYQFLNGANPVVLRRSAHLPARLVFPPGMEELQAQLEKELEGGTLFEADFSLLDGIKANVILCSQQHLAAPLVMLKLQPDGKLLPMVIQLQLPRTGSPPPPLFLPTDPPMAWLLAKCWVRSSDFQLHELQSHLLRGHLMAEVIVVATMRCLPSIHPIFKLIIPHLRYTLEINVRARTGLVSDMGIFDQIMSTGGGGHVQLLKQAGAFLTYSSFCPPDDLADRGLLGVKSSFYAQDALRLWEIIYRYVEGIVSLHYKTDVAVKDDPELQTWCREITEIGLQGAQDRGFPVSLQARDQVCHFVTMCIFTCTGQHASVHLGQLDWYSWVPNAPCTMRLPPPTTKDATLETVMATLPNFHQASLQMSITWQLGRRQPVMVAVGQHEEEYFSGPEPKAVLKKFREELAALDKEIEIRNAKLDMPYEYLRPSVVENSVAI
#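 Compounds were preincubated 15 min at room temperature with 40 nM purified human enzyme (25 mM Hepes pH 7.5, 0.01% Triton X-100); 50 uM arachidonic acid reacted 6 min. Fe-xylenol orange detection, 30 min, absorbance ratio 573/405 nm.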
# DNA Pol III inh = blocks replication by bacterial DNA polymerase III holoenzyme; reconstituted DNA polymerase III holoenzyme replication, biochemical; Potency, µM (doses to about 57.1 µM), inactives show at the highest dose activity change, negative = inhibition; actives 0.25% (n = 71,000); AID 603; further: potency means the concentration at half of the fitted maximal effect; on the % scale 0 is the no-effect control and ±100 the full control effect
#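 Reconstituted *E. coli* holoenzyme (0.35 nM Pol III, 1 nM beta, 154 nM SSB, 2 nM primase) was preincubated with compound for 15 min at RT. Synthesis on 1.4 nM ssM13Gori ran 35 min, then was stopped with PicoGreen/EDTA and read as dsDNA fluorescence.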
# Starred values were filed as active, the others as inactive; i = inactive; ? = inconclusive; / = not tested or not shown; [ ] = another dose, or the depositor's remark. Unless noted, the call rests on the fitted dose curve; in most records, active means well fitted curve in the direction sought with a large enough effect; inconclusive means small, poorly fitted or top-dose-only effect, or another doubt; inactive means no such curve, though single readings can be large; an effect the other way counts as inactive or inconclusive.
structure | Epigenetic mod | HBB splice mod | Hsp90 Hop PPI | Ub-GFP proteasome | A350 fluor | CRE Fsk mod | BRCT PPI red | 4MU fluor | BRCT inh green | ALOX15 inhib | DNA Pol III inh
CCCC[C@H]1C[C@@H]1[C@@H]1N(P(=O)(c2ccccc2)c2ccccc2)[C@](CO)(c2ccccc2)CC12CC2 | / | 2.1% | -15% | / | / | -9% | -1.2% | / | -3.5% | / | -7%
COc1ccccc1N1CCN(Cc2nc(N)nc(Nc3ccc(C)cc3)n2)CC1 | -5% | -6.6%[57.5 µM] | ? | 0% | i | -1% | 3.0% | i | -4.1% | 5% | -8%
COc1ccc(OC)c(S(=O)(=O)N2CCCCC2C(=O)N2CCN(c3ccccn3)CC2)c1 (configuration not stated) | 0% | 2.0% | 0% | 5% | i | ? | -3.5% | i | 0.8% | -14% | -6%
O=C(CSc1nc2c(c(=O)[nH]1)CCCC2)Nc1ccc(Cl)cc1F | -3% | 0.8% | 1% | -2% | i | 2% | -0.4% | i | -0.9% | 5% | -5%
O=C(NCc1cccs1)c1noc2c1CCCC2 | 1% | -1.9% | -2% | -3% | i | -6% | -1.7% | i | -0.6% | -12% | -3%
COc1ccc(CNc2ncncc2-c2cccnc2)c(OC)c1 | 11%[9.22 µM] | 1.1% | -5% | 9% | i | ? | -0.9% | i | -0.6% | -18% | 10%
O=C(NCCCNC(=O)c1cccs1)c1cccs1 | -6% | -4.7% | -4% | 6% | / | -5% | -2.4% | / | -0.3% | -3% | -4%
CC(=O)Nc1ccc(S(=O)(=O)N2CCN(S(=O)(=O)N3CCCCCC3)CC2)cc1 | 0% | -1.5% | -4% | 1% | i | 0% | -0.4% | i | 0.5% | -15% | 1%
CCn1c(SCC(=O)NCCc2ccc(OC)c(OC)c2)nc2c1c(=O)n(C)c(=O)n2C | -1% | / | ? | -3% | i | 10% | -1.2% | i | 0.4% | -5% | -7%
CCOC(=O)N1CCN(Cc2nc3c(c(=O)n(C)c(=O)n3C)n2Cc2cccc3ccccc23)CC1 | 2% | 8.1%[0.369 µM] | -4% | 1% | i | -4% | -2.8% | i | 3.8% | -11% | -2%
COc1cc(C)c(S(=O)(=O)N2CCCC2)cc1C | 0% | -0.1% | 4% | -3% | i | 2% | 0.1% | i | 1.4% | 3% | -5%
CCC(=O)Nc1cccc(NC(=O)CSc2nnnn2C)c1 | -1% | 0.0%[57.5 µM] | 0% | -1% | i | 3% | 0.7% | i | -1.3% | 4% | -2%
CCc1ccc(N2CC(C)Cn3c2nc2c3c(=O)n(CCN3CCOCC3)c(=O)n2C)cc1 (configuration not stated) | 0% | 0.9%[0.369 µM] | -4% | / | i | 12% | -0.8% | i | -3.4% | 9% | 2%
CCCCCCN1Cc2ccccc2C1 | 6% | -0.7%[57.5 µM] | -2% | -7% | i | ? | 0.3% | i | -1.5% | 12% | -4%
COc1ncc2nc(C)c(=O)n(CCC#N)c2n1 | -3%[9.22 µM] | -0.9% | 0% | -7% | i | ? | -0.3% | i | -2.4% | 5% | -2%
CC1CCCN(c2nc3c(c(=O)[nH]c(=O)n3C)n2CCCc2ccccc2)C1 (configuration not stated) | / | -1.3% | -29% | -2% | / | ? | -2.8% | / | 3.3% | ? | -2%
O=C(CCN1CCN(c2ccc(F)cc2)CC1)Nc1ccccc1F | 2% | -2.7%[0.369 µM] | -5% | 1% | i | 9% | -3.3% | i | -5.4% | 5% | -5%
Cc1cc2cc(C(c3nnnn3Cc3ccco3)N3CCc4ccccc4C3)c(=O)[nH]c2cc1C (configuration not stated) | 1% | 0.3%[57.5 µM] | -19% | -5% | 1e-08M* | -19% | -0.6% | 1e-08M* | 4.3% | ? | -13%
COc1ccc(C2C3=C(CCCC3=O)Nc3nc(C(F)(F)F)nn32)cc1OC (configuration not stated) | 1% | -1.7% | -4% | 1% | 7.2e-08M* | ? | -0.8% | 8e-08M* | -2.3% | 6% | 6%
Cc1ccc(N(C=NC#N)CC(=O)N2CCN(c3ccccc3)CC2)cc1 | 2% | 3.5%[0.369 µM] | -4% | / | i | -6% | -1.9% | i | -2.1% | 1% | 2%
O=S(=O)(c1ccc2oc(-c3ccncc3)nc2c1)c1ccc2oc(-c3ccncc3)nc2c1 | 7% | 4.0% | -1% | 0% | i | ? | -0.8% | i | -1.3% | -5% | 4%
O=C(c1cccn2c(=O)c3cc(Br)ccc3nc12)N1CCN(c2ccccn2)CC1 | 3% | 3.6% | 3% | 13% | 1.9e-08M* | ? | 0.2% | 1.9e-08M* | -1.9% | -12% | 2%
O=C(Nc1c(C(=O)N2CCCCC2)cnn1-c1ccccc1)c1ccco1 | 0% | 0.6% | -3% | -9% | / | 0% | 2.0% | / | -4.5% | 2% | -5%
Cc1ccc(N(C)C(=O)N2CCN(S(=O)(=O)c3ccc(C)cc3)CC2)cc1 | -2% | 1.4% | -3% | 0% | / | 8% | 0.7% | / | 1.1% | -3% | -15%
O=C(COc1cccc2cccnc12)N1CCc2ccccc2C1 | 0% | / | -8% | 1% | i | -1% | -1.1% | i | 0.3% | -8% | -2%
COc1ccc(N2CCN(C(=O)CSc3nnc(CNc4ccccc4)o3)CC2)cc1 | ? | -0.4%[57.5 µM] | -12% | -5% | i | 0% | -0.4% | i | 0.1% | 8% | -2%
COc1ccc(NC(=O)Nc2nnc(C(C)C)s2)cc1 | 2% | 4.0% | -1% | 1% | i | -21% | -0.5% | i | -2.7% | -1% | -1%
CC1(C)CC(=O)C(C=NCCC2=CCCCC2)=C(O)C1 | -2% | -4.2%[0.0738 µM] | -3%[11 µM] | 1%[9.17 µM] | / | ? | -1.6% | / | -1.3% | -1%[11.4 µM] | -2%[11.4 µM]
Cc1ccc(-c2noc(CN(C(=O)c3cccs3)C(C)C)n2)cc1 | -2% | 0.4% | 16% | -6% | i | -1% | -0.9% | i | -1.6% | -11% | 3%
O=C(CN(Cc1ccco1)C(=O)Cn1nnc(-c2cccs2)n1)NCc1ccccc1 | -2% | / | -1% | -2% | i | -7% | 0.1% | i | -0.1% | 6% | -4%
COc1ccccc1NS(=O)(=O)c1ccc(NC(=O)c2nc3ncccn3n2)cc1 | 4% | 3.1% | -5% | 14% | i | ? | -0.2% | i | -1.5% | -2% | -5%
CCOC(=O)C1CCN(S(=O)(=O)c2cccc(-c3csc(C)n3)c2)CC1 | 2% | 0.9%[57.5 µM] | 4% | -1% | 1.4e-07M* | ? | -0.3% | 1e-07M* | 0.2% | -18% | -3%
CCOc1ccc(C2CC(c3ccc(CC)cc3)n3nc(N)nc3N2)cc1 (configuration not stated) | -2% | -0.6% | -5% | 5% | / | -3% | 1.0% | / | -1.4% | 26% | -4%
CCCS(=O)(=O)Nc1cc(C(F)(F)F)ccc1OCCOC | 0% | -0.5% | -2% | -4% | i | -14% | -0.8% | i | 0.0% | 0% | -3%
O=C(NCCCN1CCCC1=O)c1ccc(CNS(=O)(=O)c2ccc(F)cc2)cc1 | 1% | -2.3% | -2% | -1% | i | 12% | -1.2% | i | -1.3% | 5% | -3%
Cc1ncsc1CCSc1nc2ccccc2c(=O)n1C | -2% | -2.4% | 1% | 3% | i | 18% | -0.7% | i | 0.8% | -8% | 0%
CCC/C=C(\CCC)C(NS(=O)(=O)c1cccc2cccnc12)c1ccc(C(=O)OC)cc1 (configuration not stated) | / | -0.5% | -8% | / | / | 0% | -0.6% | / | -2.1% | / | -13%
CN(C)C(=O)CSc1nnc(CCCCCNC(=O)OC(C)(C)C)o1 | 2% | 1.6%[57.5 µM] | -1% | -4% | i | -6% | -1.4% | i | -1.7% | 7% | 1%
Cc1noc(C)c1S(=O)(=O)NCC(=O)O | -1% | 1.0% | 0% | 3% | i | ? | 0.3% | i | -7.4% | -20% | -3%
O=C(O)CCn1[nH]c(=O)ccc1=O | -2% | -0.3%[57.5 µM] | 1% | 0% | i | 0% | -1.0% | i | -2.0% | -2% | -4%
CC1=C(C#N)C(C(F)(F)F)(C(F)(F)F)N=C(c2ccco2)N1 | -3% | -0.6% | -1% | -3% | ? | ? | -3.4% | ? | 0.8% | 1% | -6%
CSc1nc(NC(C)C)nc(N2CCOCC2)n1 | 0% | 2.5% | -3% | 2% | i | ? | 0.0% | i | 0.4% | 1% | 0%
CCOc1ccc2nc(NC(=O)C(CC)Sc3nc(C)cc(=O)[nH]3)sc2c1 (configuration not stated) | 0% | 4.5% | -6% | -1% | i | ? | 0.0% | i | -7.4% | -26% | 7%

# Compound activity (PubChem)
